# Hsp70 inhibitors: Hsp70 inhibitors, probe displacement, primary screen, biochemical, fluorescence polarization (AID 583); Heat shock 70 kDa protein 1A (Homo sapiens); 140,000 compounds, 0.06% hits; Hsp70 fluorescence polarization probe displacement, mP; higher % means a stronger effect; displacement, % at 20 µM; hits with a dose series show IC50 in µM; in the data active means displacement above about 50%;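 further: plate controls were vehicle for no effect and reference ligand for full effect; a part of the inactive calls stands beside numbers as strong as those of hits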
# MKP-3 inhibition: MKP-3 phosphatase inhibitors, primary screen, biochemical, rat enzyme, in vitro (AID 425). Dual specificity protein phosphatase 6 (Rattus norvegicus). recombinant MKP-3 phosphatase activity, fluorescence; higher % means a stronger effect. one-dose inhibition, % at 20 µM; IC50 in µM for titrated hits. 110,000 compounds, 0.17% hits; in the data active means inhibition above about 50%;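 further: plate controls were vehicle for no effect and reference inhibitor for full effect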
# An asterisk follows results filed as active; . = not tested or not shown; & = joins results of further samples.
# Under each structure – Hsp70 inhibitors | MKP-3 inhibition
Cc1ccn2cc(CCNC(=O)c3ccc(Br)o3)nc2c1
  1.7% | -12%
C(=C\c1ccccc1)/CN1CCN(Cc2ccc3c(c2)OCCO3)CC1
  2.1% | -1%
CCCCC(=O)Nc1ccc2c(c1)OCCO2
  10% | -21%
Cc1cc(NC(=O)Cn2nc(C(F)(F)F)c3c2CCC3)n(-c2ccccc2)n1
  -0.3% | -3%
CCOC(=O)c1c(NC(=O)Cc2ccc(Cl)cc2)sc(C(=O)Nc2ccccc2)c1C
  -4.5% | 1%
CCOC(=O)Oc1ccc2c3c(c(=O)oc2c1)CCC3
  0.3% | 1%
O=S(=O)(c1ccc2c(c1)OCCO2)N1CCC(O)(c2ccc(Cl)cc2)CC1
  -5.4% | -11%
O=[N+]([O-])c1ccc(NCCCNS(=O)(=O)c2ccc(Cl)cc2)c(Cl)c1
  -0.7% | 0%
CCC(c1nnc(SCCNCCO)n1CCN1CCOCC1)N(C)C (stereo not drawn)
  -1.2% | 1%
CCCc1nn2c(N)c(/C=C3\C=C(Br)C=CC3=O)c(=O)nc2s1
  -1.7% | 0%
CC(OC(=O)c1nsc(Cl)c1Cl)C(=O)NCc1ccco1 (stereo not drawn)
  1.1% | 0%
Cc1cccc(NC(=O)CN2CCN(CC(=O)Nc3cccc(C)c3)CC2)c1
  3.3% | 8%
O=Cc1ccc(-c2cc(C(F)(F)F)cc(C(F)(F)F)c2)o1
  2.8% | -1%
Cn1nc(-c2ccc(C(=O)NCC3CCCO3)cc2)c2ccccc2c1=O (stereo not drawn)
  -4.1% | -1%
Cc1cc(=O)oc2cc(Oc3ncccn3)ccc12
  -2.3% | -9%
Cc1cccc(CN2CCN(C(c3ccccc3)c3ccc(Cl)cc3)CC2)c1 (stereo not drawn)
  0.6% | -5%
COC(=O)CSc1nc(N)c(C#N)c(-c2ccc(OC)cc2)c1C#N
  -3.8% | 3%
COc1ccc(-n2c(=O)cc(N3CCN(c4ccccc4OC)CC3)[nH]c2=O)cc1
  -8.1% | -7%
C=CCN1C(=O)c2ccccc2C1(O)c1ccc(OC)cc1 (stereo not drawn)
  -4.0% | 2%
COC(=O)c1ccccc1NC1=NS(=O)(=O)c2ccccc21
  -0.1% | -2%

# Structural class: the entries above containing sulfur (8)
# Under each structure – Hsp70 inhibitors | MKP-3 inhibition
CCOC(=O)c1c(NC(=O)Cc2ccc(Cl)cc2)sc(C(=O)Nc2ccccc2)c1C
  -4.5% | 1%
O=S(=O)(c1ccc2c(c1)OCCO2)N1CCC(O)(c2ccc(Cl)cc2)CC1
  -5.4% | -11%
O=[N+]([O-])c1ccc(NCCCNS(=O)(=O)c2ccc(Cl)cc2)c(Cl)c1
  -0.7% | 0%
CCC(c1nnc(SCCNCCO)n1CCN1CCOCC1)N(C)C (stereo not drawn)
  -1.2% | 1%
CCCc1nn2c(N)c(/C=C3\C=C(Br)C=CC3=O)c(=O)nc2s1
  -1.7% | 0%
CC(OC(=O)c1nsc(Cl)c1Cl)C(=O)NCc1ccco1 (stereo not drawn)
  1.1% | 0%
COC(=O)CSc1nc(N)c(C#N)c(-c2ccc(OC)cc2)c1C#N
  -3.8% | 3%
COC(=O)c1ccccc1NC1=NS(=O)(=O)c2ccccc21
  -0.1% | -2%

# Remaining list, next part
# Under each structure – Hsp70 inhibitors | MKP-3 inhibition
Cc1ccc2[nH]c(=O)c(CN(Cc3cccs3)Cc3nnnn3Cc3ccccc3)cc2c1
  -0.8% | -7%
Cc1ccc(CNC(=O)C2CCN(S(=O)(=O)c3cnc[nH]3)CC2)cc1
  -0.3% | .
O=C(Nc1nnc(-c2ccco2)o1)C1CCCCC1
  3.9% | -7%
COCCNC(=O)Nc1ccc2nccnc2c1
  -2.8% | 4%
CC(C)C1NC2(C(=O)c3ccccc3C2=O)C2C(=O)N(c3ccc(F)cc3)C(=O)C12 (stereo not drawn)
  0.7% | -3%
Cc1nnc(SCCCn2c(N3CCN(c4ccccc4)CC3)nc3c2c(=O)[nH]c(=O)n3C)s1
  3.5% | 1%
Cc1cccc(NC(=O)c2ccc3c(c2)OCO3)n1
  4.0% | -2%
CSc1ccccc1NC(=O)CSc1nc2ccccc2s1
  5.4% | 2%
O=c1cc(-c2ccccc2)nc2n1Cc1ccccc1-2
  . | 4%
CCOC(=O)C1CCN(C(=O)Cc2c(C(=O)O)[nH]c3ccccc23)CC1
  -1.6% | 3%
N/C(=N\OC(=O)Nc1ccc(Cl)cc1)c1ncc(C(F)(F)F)cc1Cl
  -4.2% | .
CCOCCCNC(=O)C1CCN(C(=O)Nc2ccc(Cl)cc2)CC1
  3.4% | 3%
CCCCCc1ccc(-c2ccc(OC(F)F)cc2)nc1
  -0.7% | 3%
O=C(CCc1nc(-c2ccccc2)no1)NCc1ccco1
  1.5% | 1%
Cc1cc(C)n(C(=O)CNc2ccc(C)c(C)c2)n1
  8.1% | .
O=C(/C=C/c1ccc(-c2ccc(Cl)cc2Cl)o1)Nc1cccnc1
  -5.8% | 6%
O=C(Nc1ccc(OC(=O)c2cccnc2)cc1)c1cccnc1
  6.5% | -4%
O=C1NN(c2cccc(Cl)c2)C(=O)/C1=C\c1ccc(-c2cccc(C(=O)O)c2)o1
  56%* | 19%
COc1ccc(CC(=O)NCCC2=CCCCC2)cc1
  -0.6% | 8%
CC(=O)C1=C(C)NC(=S)NC1c1ccc(O)cc1 (stereo not drawn)
  5.0% | -1%
COc1ccc(C(C)=O)cc1COC(=O)c1ccc(S(=O)(=O)N2CCOCC2)cc1
  1.6% | -4%
O=C(O)C1C2C=CC(C2)C1C(=O)Nc1cccnc1 (stereo not drawn)
  4.1% | 3%
O=Cc1c(Sc2ccccc2)nc2ccccn2c1=O
  -1.7% | .
O=C(CCNS(=O)(=O)c1cccc2nsnc12)NC1CCN(Cc2ccccc2)CC1
  4.3% | -5%
O=C(NC1CCCCCC1)c1cc(S(=O)(=O)N2CCC3(CC2)OCCO3)ccc1F
  -1.1% | -10%
CCOC(=O)c1[nH]c2cc(OC)c(OC)cc2c1NC(=O)c1ccc2c(c1)OCO2
  4.4% | -5%
O=C(/C=C/c1ccco1)Nc1sc2c(c1C(=O)O)CCC2
  -6.0% | 2%
Cc1cccc(C(=O)Nc2cc(=O)n(C)c(=O)n2C)c1
  -5.8% | -2%
O=S(=O)(Nc1ccc(O)cc1)c1ccc(Br)cc1
  -0.8% | -3%
CC12CCC(C(=O)N(c3nc(-c4ccccc4)cs3)C1=O)C2(C)C (stereo not drawn)
  -4.5% | 7%
COc1cc2c(cc1OC)CN(CC(=O)Nc1ccc(C)cc1)CC2
  -0.9% | .
CC(C)CNS(=O)(=O)c1cc(C(=O)N2CC(C)OC(C)C2)c(Cl)cc1Cl (stereo not drawn)
  0.6% | .
Cc1ccc(S(=O)(=O)C2(C(=O)O)CCCC2)cc1C
  -4.9% | -10%
Cc1sc2nc(CN3CCOCC3)nc(NS(=O)(=O)c3ccccc3)c2c1C
  2.4% | .
CCOc1ccc(C(=O)CSc2nnc(N)s2)cc1
  -8.4% | -9%
CSc1nc2sc3c(c2c(=O)n1C1CCCCC1)CCN(C)C3
  -2.9% | -7%
Cc1ccc(-c2nc3sc4c(c3c(=O)[nH]2)CCCC4)cc1[N+](=O)[O-]
  -0.7% | 5%
CC(=O)Nc1ccc(S(=O)(=O)N(c2cc([N+](=O)[O-])ccc2F)S(=O)(=O)c2ccc(NC(C)=O)cc2)cc1
  0.3% | 5%
CCn1cc(C(=O)NCC2COc3ccccc3O2)c2cc(OC)c(OC)cc2c1=O (stereo not drawn)
  -5.0% | 0%
CC(=O)NS(=O)(=O)c1ccc(NS(=O)(=O)c2ccc([N+](=O)[O-])cc2)cc1
  2.9% | -4%
Cc1ccc(C2/C(=C(\O)c3ccccc3)C(=O)C(=O)N2CCN(C)C)cc1 (stereo not drawn)
  -0.9% | 2%
O=C(NC1CC2CCC1C2)C1COc2ccccc2O1 (stereo not drawn)
  5.4% | -2%
COc1ccccc1NC(=O)CN1C(=O)/C(=C\c2cc(OC)c(OC)c(OC)c2)SC1=S
  -4.3% | 4%
CCCn1c(CN2CCN(C(=O)c3ccco3)CC2)nc2c1c(=O)n(C)c(=O)n2C
  -2.3% | -5%
COC(=O)c1cc(OC)c(OC)cc1NC(=O)Nc1ccc(OC)cc1OC
  6.5% | -9%
COC(=O)c1ccc(N=Cc2ccc(Cl)cc2)cc1
  -1.9% | -1%
O=C(c1ccccc1F)N1CCN(Cc2cccc(F)c2)CC1
  -3.9% | 5%
O=C(c1ccccc1[N+](=O)[O-])N1CCN(c2cccc(Cl)c2)CC1
  -2.0% | 0%
CCCn1c(SCC(=O)Nc2cc(C)on2)nc2c1c(=O)n(C)c(=O)n2C
  1.9% | -14%
O=c1[nH]c2ccc(NS(=O)(=O)c3ccc(F)cc3)cc2[nH]1
  -1.2% | -1%
O=C(Nc1cccc2nsnc12)c1ccc2c(c1)OCCO2
  -3.0%&-1.4% | 0%&-1%
CCOC(=O)c1ccc(NC(=S)NC(NC(=O)c2ccc(Br)cc2)C(Cl)(Cl)Cl)cc1 (stereo not drawn)
  0.5% | 5%
O=C(NCCOCC(F)(F)C(F)F)c1cc(F)c(F)cc1Cl
  5.6% | -2%
CCCCCCCCn1c(-c2nonc2NC(C)=O)nc2ccccc21
  0.0% | 2%
C/C(=N/NC(=O)c1cc(C2CC2)[nH]n1)c1cccs1
  -5.7% | .
COC(=O)C(C(=O)OC)C(c1ccccc1)C(C(=O)OC)C(=O)OC
  6.8% | 1%
Cc1ccc(N2C(=O)N(CC(=O)N(C)Cc3ccccc3)C(=O)C2C)cc1 (stereo not drawn)
  3.7% | .
O=C(COc1cccc(Cl)c1)N=Nc1c(O)[nH]c(=O)[nH]c1=O
  7.2% | 0%
COc1cccc(NC(=S)NC(NC(=O)Cc2ccccc2)C(Cl)(Cl)Cl)c1 (stereo not drawn)
  1.1% | 5%
O=C(Nc1ccc(OCC(=O)N2CCN(S(=O)(=O)c3ccccc3)CC2)cc1)c1ccco1
  2.4% | -9%

# A portion from further up, as a working copy:
# Under each structure – Hsp70 inhibitors | MKP-3 inhibition
O=C(COc1cccc(Cl)c1)N=Nc1c(O)[nH]c(=O)[nH]c1=O
  7.2% | 0%
COc1cccc(NC(=S)NC(NC(=O)Cc2ccccc2)C(Cl)(Cl)Cl)c1 (stereo not drawn)
  1.1% | 5%

# (further entries)
# Under each structure – Hsp70 inhibitors | MKP-3 inhibition
C=CCn1cnc2c(c1=O)c1nc3ccccc3nc1n2/N=C/c1ccccn1
  -0.6% | -13%
O=C(c1c(Cl)cccc1Cl)N1CCN(c2ccc(Cl)cc2)CC1
  4.3% | 0%
CCN(CC)c1ccc(/C=N/N2C(=O)c3ccccc3C2=O)cc1
  15% | 1%
CN(C)CCSc1nc(O)c(-c2ccccc2)c(=O)n1-c1ccccc1
  -3.2% | 1%
CCCn1c(=O)[nH]c2ccccc21
  -3.9% | .
Cn1c(SCc2nc3ccccc3c(=O)[nH]2)nnc1-c1ccco1
  10% | -8%
CCC(=O)N1c2ccccc2NC2=C(C(=O)CC(c3ccccc3)C2)C1c1cccc([N+](=O)[O-])c1 (stereo not drawn)
  -1.2% | 4%
Clc1cccc(Cl)c1OCCCN1CCOCC1
  5.8% | -3%
CCCn1cnc2cc(NCc3cccc(OC)c3)ccc21
  -1.7% | -4%
COCC(C)n1c(C)cc(C(=O)COc2ccc(S(=O)(=O)N3CCOCC3)cc2Cl)c1C (stereo not drawn)
  -1.9% | 4%
CCC(C)(C)n1nnnc1C(c1ccc(OC)c(OC)c1)N1CCN(c2ccc(F)cc2)CC1 (stereo not drawn)
  6.0% | 2%
COc1ccc(OC)c(-c2c[n+](=O)c3c(n2[O-])CCCC3)c1
  -1.2% | -7%
CCCCCCCCCS(=O)(=O)N/N=C/c1cccc([N+](=O)[O-])c1
  0.4% | .
COc1cc(Br)cc2cc(C(=O)OC3CCN(C)CC3)c(=O)oc12
  9.2% | .
O=C(CSc1nnc(SCc2ccc(Cl)cc2)s1)N/N=C/c1c[nH]c2ccccc12
  . | 76µM*
CCCOC(=O)CCn1c(=S)oc2ccccc21
  3.7% | -13%
CCOC(=O)NCN1C(=O)C2C3C=CC(C3)C2C1=O (stereo not drawn)
  -1.0% | .
CC(=O)Nc1ccc(S(=O)(=O)Nc2ccccc2C(N)=O)cc1
  0.4% | 4%
CC1(C)CC(NC(=O)c2ccccc2F)CC(C)(C)N1
  1.5% | 2%
O=C1N=c2ccc(Cl)cc2=C1c1sc(=S)n(Cc2ccco2)c1O
  -1.6% | 7%
CCOC(=O)C1C2C=CC3(CN(c4ccccc4CC)C(=O)C13)O2 (stereo not drawn)
  0.4% | .
CCOC(=O)CSC1=Nc2ccccc2C2=NC(CC(=O)NCc3ccc4c(c3)OCO4)C(=O)N12 (stereo not drawn)
  1.4% | 0%
COc1cccc(N2C(=O)/C(=C/c3cc(OC)c(OC)c(OC)c3)SC2=S)c1
  -1.6% | -1%
CCOC(=O)C1=C(N)N2C(=O)CSC2=C(C(=O)OC)C1
  -5.3% | -2%
Cc1cccc(S(=O)(=O)c2c(N)n(/N=C/c3ccco3)c3nc4ccccc4nc23)c1
  -5.6% | -8%
Cc1ccc(NC(=O)c2cc(C(=O)Nc3ccc(C)c(C)c3)cc(N3C(=O)c4ccccc4C3=O)c2)cc1C
  -3.9% | -4%
Cc1cc(C)cc(NC(=S)NCC2CCCO2)c1 (stereo not drawn)
  -1.8% | .
COCC(=O)Nc1cc(OC)cc(OC)c1
  -1.5% | .
Cc1cc(C(=O)N2CCN(c3ccccn3)CC2)c(C)o1
  4.6% | 3%
CC(SC1CCCC1)C(=O)NC(C)(C#N)C(C)C (stereo not drawn)
  -1.1% | -6%
O=C(CCNS(=O)(=O)c1cccc2nsnc12)NCCc1ccccc1
  2.6% | -9%

# A portion of the library. The share of hits here may be higher or lower than overall.
